UDG counter = blocks uracil-DNA glycosylase in AID counter-screen. FRET deamination/UDG coupled assay, UDG read, 4 h. Potency, µM (titrated, usually from 115 µM), for inactives: at the top dose activity change, negative = inhibition, actives largely listed as inhibitors. actives 0.14% (n = 91,000). AID 1347430; further: nearly all actives have a fitted effect of over 65% in size
AID inhibitor = inhibitors of human activation induced cytidine deaminase. AID deamination FRET fluorescence, UDG-coupled, 4 h. Potency, µM (series often up to 115 µM), for the others: at the highest dose activity change, negative = inhibition, most hits filed as inhibitors. Q9GZX7. actives 0.32% (n = 91,000). AID 1347428; further: nearly all actives have a fitted effect of over 25% in size
Target sequence (Q9GZX7 whole entry, looked up): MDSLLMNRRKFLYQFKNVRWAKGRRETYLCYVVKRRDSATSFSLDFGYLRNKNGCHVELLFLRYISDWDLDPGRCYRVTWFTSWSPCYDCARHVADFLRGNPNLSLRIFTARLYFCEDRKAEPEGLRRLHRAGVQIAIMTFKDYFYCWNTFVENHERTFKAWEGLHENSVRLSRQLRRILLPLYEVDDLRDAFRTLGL
* = called active by the depositor; ? = inconclusive; [ ] = another dose, or the depositor's remark. The call rests on the fitted dose curve; in most records, active means well fitted curve in the direction sought with a large enough effect; inconclusive means small, poorly fitted or top-dose-only effect, or another doubt; inactive means no such curve, though single readings can be large; an effect the other way counts as inactive or inconclusive. On the % scale 0 is the no-effect control and ±100 the full control effect; potency means the concentration at half of the fitted maximal effect. Some of the compounds tested; count on the stated rates, not on these rows.

Sample of the layout:
SMILES | UDG counter | AID inhibitor
O=C(NCc1cccc(CNC(=O)C2CCCC2)c1)C1CCCC1 | 2% | -6%
CCc1ccc(-n2c(SCc3ccccc3C)nc3[nH]ncc3c2=O)cc1 | -2% | 0%
CC(C)NCC(O)COc1ccc(COCCOC(C)C)cc1 (stereo not given) | 0% | 3%
CSc1cccc(Nc2nc(N)c(C(=O)c3ccccc3F)s2)c1 | 30% | -10%
O=c1c2[nH]c3ccccc3c2nc(SCc2ccccc2F)n1-c1ccc(F)cc1 | -3% | 9%
COCCCNC(=O)C1CCC(Cn2c(=O)c3sccc3n(Cc3ccc(F)cc3)c2=O)CC1 (stereo not given) | -2% | 0%
Cc1ccc(CNC(=O)C2CCCN(Cc3nc(-c4cccc(C)c4)oc3C)C2)cc1 (stereo not given) | ? | ?
COc1cccc(Cc2nc3ccccc3nc2SCC(=O)NCc2ccc(C)cc2)c1 | 11% | 5%
CCc1ccc(NC(=O)Cn2c(=O)ccc3cc(S(=O)(=O)N4CCCC4)ccc32)cc1 | -9% | -3%
CCOc1ccc(C2NC(=O)c3c(COC)cc(C)nc3N2Cc2ccccc2)cc1OC (stereo not given) | 6% | 4%
O=C(Nc1ccc(-c2cn3cccnc3n2)cc1)c1ccccc1F | -1%[57.5 µM] | 5%
Cc1ccccc1NC(=O)CSc1nccn1C | -1% | -17%
Cc1ccc(NC(=O)CSc2cc(=O)n(C)c3ccc(Cl)cc23)c(Br)c1 | 2% | 2%
CCOc1ccc(OC(=O)c2ccccc2C(=O)c2ccccc2)cc1 | -5% | -13%
CCc1ccc2occ(CC(=O)Nc3sc4c(c3C(=O)OC)CCC4)c2c1 | -4% | 1%

The listing, from the first entry:
SMILES | UDG counter | AID inhibitor
O=C(NCc1cccc(CNC(=O)C2CCCC2)c1)C1CCCC1 | 2% | -6%
CCc1ccc(-n2c(SCc3ccccc3C)nc3[nH]ncc3c2=O)cc1 | -2% | 0%
CC(C)NCC(O)COc1ccc(COCCOC(C)C)cc1 (stereo not given) | 0% | 3%
CSc1cccc(Nc2nc(N)c(C(=O)c3ccccc3F)s2)c1 | 30% | -10%
O=c1c2[nH]c3ccccc3c2nc(SCc2ccccc2F)n1-c1ccc(F)cc1 | -3% | 9%
COCCCNC(=O)C1CCC(Cn2c(=O)c3sccc3n(Cc3ccc(F)cc3)c2=O)CC1 (stereo not given) | -2% | 0%
Cc1ccc(CNC(=O)C2CCCN(Cc3nc(-c4cccc(C)c4)oc3C)C2)cc1 (stereo not given) | ? | ?
COc1cccc(Cc2nc3ccccc3nc2SCC(=O)NCc2ccc(C)cc2)c1 | 11% | 5%
CCc1ccc(NC(=O)Cn2c(=O)ccc3cc(S(=O)(=O)N4CCCC4)ccc32)cc1 | -9% | -3%
CCOc1ccc(C2NC(=O)c3c(COC)cc(C)nc3N2Cc2ccccc2)cc1OC (stereo not given) | 6% | 4%
O=C(Nc1ccc(-c2cn3cccnc3n2)cc1)c1ccccc1F | -1%[57.5 µM] | 5%
Cc1ccccc1NC(=O)CSc1nccn1C | -1% | -17%
Cc1ccc(NC(=O)CSc2cc(=O)n(C)c3ccc(Cl)cc23)c(Br)c1 | 2% | 2%
CCOc1ccc(OC(=O)c2ccccc2C(=O)c2ccccc2)cc1 | -5% | -13%
CCc1ccc2occ(CC(=O)Nc3sc4c(c3C(=O)OC)CCC4)c2c1 | -4% | 1%
COc1cc(C(=O)COC(=O)CCCOc2ccc(Cl)cc2Cl)cc(OC)c1OC | 2% | 14%
CCCSC1=C(C#N)C(c2ccc(CC)cc2)CC(=O)N1 (stereo not given) | 7% | -5%
CCc1ccc(NC(=O)CSc2nc3c([nH]c4ccccc43)c(=O)n2-c2ccc(C)cc2)cc1 | 0% | 54%[activator]
Cc1cccc(NC(=O)CSc2cn(CC(=O)N3CCOCC3)c3ccccc23)c1 | -2% | 6%
O=S(=O)(c1ccc2ccccc2c1)n1nc(-c2ccco2)nc1NCc1cccc(Cl)c1 | -6% | 17%
CCc1ccc(CNC(=O)c2cnc(N3CCCCC3)c3ccccc23)cc1 | 0% | ?
COc1cc(-c2ccno2)ccc1S(=O)(=O)N1CCN(c2cc(C)ccc2C)CC1 | -7% | 6%
CCOC(=O)C1CCN(S(=O)(=O)c2cc3c4c(c2)CC(=O)N4CCC3)CC1 | ? | 8%
Cc1ccc2c(CC(=O)Nc3ccc(S(=O)(=O)Nc4nc(C)cc(C)n4)cc3)coc2c1 | -7% | 8%
CCOc1ccc(CNC(=O)C2CCN(c3nnc(-n4c(C)ccc4C)s3)CC2)cc1 | -4% | 8%
O=C(Nc1ccc2oc(-c3ccccc3)nc2c1)c1ccc(F)cc1 | -1% | -3%
COc1ccc2c(c1)O/C(=C\c1ccc(C(C)(C)C)cc1)C2=O | -4% | -7%
CCOC(=O)c1c(C)oc2nc(C)nc(N3CCN(c4ccccc4F)CC3)c12 | -14% | ?
CSc1ccccc1C(=O)NC(C)c1ccc(F)cc1 (stereo not given) | 3% | -2%
COCCCNC(=O)CSc1nc2cc3c(cc2c(=O)n1CCCC(=O)NCc1ccc(OC)cc1)OCO3 | -9% | 4%
CCOc1ccc(NC(=O)C(NS(=O)(=O)c2ccc3c(c2)CCN3C(C)=O)C(C)C)cc1 (stereo not given) | 24% | -4%
COc1ccc(NC(=O)CCNS(=O)(=O)c2cccc3nsnc23)cc1 | 4% | -1%
CCOc1cc(C2c3c(oc4cc(C)cc(C)c4c3=O)C(=O)N2CCO)ccc1O (stereo not given) | 21% | 27%
Cc1ccc(OCC(=O)Nc2ccc(S(=O)(=O)Nc3cc(C)on3)cc2)c(Br)c1 | -18%[57.5 µM] | -2%[57.5 µM]
COc1ccccc1-c1nc(S(=O)(=O)c2ccc3c(c2)OCCO3)c(N2CCOCC2)o1 | 1% | 0%
O=C(COc1ccc(Cl)cc1)NCC(c1cccs1)S(=O)(=O)c1ccc(F)cc1 (stereo not given) | ? | -18%
Cc1ccc(CNC(=O)c2ccc3c(c2)c(C)c(C)n3Cc2ccc(Cl)cc2)o1 | 35%[activator] | -19%
Cc1cc(C)nc(NC(=O)Nc2cccc(Cl)c2C)c1 | 6% | 10%
COc1ccc(CNC(=O)C2(c3cccs3)CCOCC2)cc1 | -5% | 13%
COc1ccccc1C(=O)Nc1cc(-c2ccc(C)cc2)no1 | -5% | 16%
CCOc1ccc(NC(=O)c2ccc3c(c2)S(=O)(=O)N=C(C)N3CC(C)C)cc1 | 7% | 1%
CC(Oc1cccc(Cl)c1)C(=O)NN (stereo not given) | -11% | -2%
O=C(C1CCN(Cc2ccccc2)CC1)N1CCN(C/C=C/c2ccccc2)CC1 | -2% | -7%
CCOc1cc(/C=C2\NC(=O)NC2=O)ccc1OCc1ccc(Cl)cc1Cl | 2% | 10%
CC(CCc1ccccc1)NC(=O)C(C)O (stereo not given) | -7% | -2%
Cc1ccc(Cl)cc1N1CCN(C(=O)c2ccc3c(c2)N(Cc2ccccc2F)C(=O)c2ccccc2S3(=O)=O)CC1 | -3% | -6%
COc1cccc(-c2cc(C(=O)Nc3ccc(F)cc3)[nH]n2)c1 | 3% | 32%[activator]
COc1ccc(CCC(=O)O)cc1Br | 3% | 1%
COc1ccc(C(C)n2c(C)c3c(C)nnc(C)c3c2C)cc1 (stereo not given) | -6% | 230%[activator]
CC(C)CNC(=O)NC(=O)COC(=O)c1ccc2c(=O)n3c(nc2c1)CCCCCC3 | 1% | 0%
CCc1ccc(C(=O)COC(=O)Cc2ccc(-c3ccccc3)cc2)cc1 | -17% | 22%
CCN(CC)S(=O)(=O)N1CC=C(c2c[nH]c3cccc(C)c23)CC1 | -10% | 0%
CCN(CC)C(=O)Cn1c(=O)n(Cc2ccc(C(=O)NCc3ccc(C)cc3)cc2)c(=O)c2ccccc21 | -7% | 10%
Fc1ccc(-c2nnn3c2nc(NCc2ccccc2)c2ccccc23)cc1 | -6% | -28%
O=C(NN=C(/C=C/c1ccccc1)/C=C/c1ccccc1)C(c1ccccc1)c1ccccc1 | 3% | -6%
CN(C)c1ccc(CNC(=O)CN2C(=O)C3CCCCN3c3ccc(C(=O)N4CCCC4)cc32)cc1 (stereo not given) | 2% | 3%
COc1cc(/C=C(\C#N)c2nc3ccccc3o2)cc(OC)c1OC | -25% | 4%
Cc1ccc(NC(=O)N2CCN(c3nnc(C)c4c(C)n(-c5ccccc5)nc34)CC2)c(Cl)c1 | 27% | 3%
CC(C)CCNC(=O)CSc1nc2ccccc2nc1Cc1ccc(Cl)cc1 | -2% | 12%
CC(CNC(=O)c1cc2ccccn2n1)c1ccccc1 (stereo not given) | 15% | -3%

Next section:
SMILES | UDG counter | AID inhibitor
Cc1ccc(C)c(-n2nnnc2SCC(=O)Nc2ccc3nccnc3c2)c1 | 3% | 41%[activator]
Cc1cc(Nc2ccc(F)cc2)n2c(nc3ccccc32)c1C#N | -2% | -6%
COc1ccc(C)cc1NC(=O)c1cc(S(=O)(=O)N2CCc3ccccc3C2)ccc1F | -3% | 9%
O=C(Nc1cccc(Cl)c1)C1Sc2nnc(-c3ccccc3)n2NC12CCCCC2 (stereo not given) | -14% | -14%
OC1(c2ccc(Cl)cc2)CCN(Cc2c[nH]c3ccccc23)CC1 | -9% | 1%
CCOc1ccc(C(=O)c2cn(CC(=O)Nc3cccc(OC)c3)c3cc4c(cc3c2=O)OCCO4)cc1 | -4% | 7%
O=C(Nc1nn(Cc2c(Cl)cccc2Cl)cc1Cl)c1nc2ncccn2n1 | -14% | -17%
N#C/C(=C/C=C/c1ccccc1)C(=O)NC1CC1 | -3% | -3%
CCOc1ccccc1NC(=O)COC(=O)c1ccc2ccccc2n1 | -4% | -3%
C/C(=N/Nc1ccc2ccccc2c1)c1ccccc1 | 8% | 19%
CC(C)C(=O)N(C)Cc1cc(=O)[nH]c2ccccc12 | 24% | -5%
CCCCOc1nc2ccccc2nc1NS(=O)(=O)c1ccc(F)cc1 | 7% | -2%
Cc1nc(-c2cccs2)c(CC(=O)Nc2ccc3c(c2)OCCO3)s1 | -20% | 9%
Clc1ccc(Cn2c(CN3CCCC3)nc3ccccc32)cc1 | 2% | -9%
CCOC(=O)c1ccc(N2C(=O)c3n[nH]c(-c4ccco4)c3C2c2cccc(F)c2)cc1 (stereo not given) | -11% | -24%
Nc1nccnc1C(=O)NCC1CCC1 | -9% | -7%
Cc1cccc(-c2nc(CCNC(=O)c3ccccc3Br)cs2)c1 | -3%[57.5 µM] | 2%
CCOc1ccccc1CNS(=O)(=O)c1cc(-c2onc(C)c2C)ccc1OC | -1% | -8%
CCOC(=O)CCc1c(C)nc2c(-c3ccccc3)c(C)[nH]n2c1=O | -6% | 10%
O=C(NCc1ccccc1)c1cnc2ccccc2n1 | -8% | 14%
CCCCCCCCCCOc1ccc(OC(=O)c2cccnc2)cc1 | 1% | -3%
O=C(O)CC1CC(c2ccccc2)=NO1 (stereo not given) | 3% | 3%
COc1ccccc1CCNC(=O)C1CCN(c2nc3ccccc3nc2C(F)(F)F)CC1 | 0% | 8%
COc1ccc(-c2c(C)nn3c(C(F)(F)F)cc(C)nc23)cc1OC | -14% | -12%
O=C(CCN1N=C(c2ccccc2)CCC1=O)NCCc1ccc(Cl)cc1 | -5%[57.5 µM] | -11%
Cc1ccc(-c2cn3c(n2)sc2cc(C(=O)NCc4cccs4)ccc23)c(C)c1 | 5% | -20%
Cc1ccc(-c2nc(C#N)c(N3CCC(C(N)=O)CC3)o2)cc1 | 8% | -9%
O=C(N/N=C/c1cc(Br)cs1)c1ccccc1 | 7% | 3%
O=C(NC(c1ccccc1)c1ccccn1)c1cccc[n+]1[O-] (stereo not given) | -4% | -5%
CCOc1ccc(NC(=O)CSc2cn(CC(=O)N3CCOCC3)c3ccccc23)cc1 | -4% | -2%
CCOc1ccccc1CNS(=O)(=O)c1ccc2c(c1)CCCN2C(C)=O | 4% | 5%
Cc1ccccc1CC(=O)NCC(C)C | -13% | -10%
Cc1ccc(C(=O)c2oc3ccccc3c2NC(=O)c2cc(=O)c3cc(C)ccc3o2)cc1 | -9%[57.5 µM] | 22%[57.5 µM]
CCOc1ccc(-n2c(C)c(C(C)=O)c3cc(OCC(N)=O)ccc32)cc1 | 22% | ?
Cc1ccc2c(c1)N(CCCC(=O)NCc1cccc(F)c1)C(=O)CO2 | -8% | -6%
COC(=O)c1ccccc1NC(=O)Cn1c(CCC(=O)O)ccc1-c1cccs1 | -1% | -5%
CC(=O)N/N=C/c1ccccc1 | 5% | 4%
CC(C)(C)C1CCc2nc(Cl)c(C#N)c(C#N)c2C1 (stereo not given) | 5% | -12%
Cc1cc(=O)oc2cc(OCC(=O)c3ccccc3)ccc12 | -7% | -7%
CCOc1ccc(NC(=O)c2cccc3c(=O)c4c([nH]c23)CCCC4)cc1 | 0% | -4%
CN(CC(=O)NC(N)=O)CC1CCCCC1 | 0% | -5%
Cn1nnc2c(N3CCN(c4ccccc4)CC3)ncnc21 | ? | -2%
CCN1C(=O)c2ccccc2Sc2ccc(NC(=O)c3cccc(C)c3)cc21 | -16%[57.5 µM] | ?
CCCCn1cnc2c1c(=O)n(CC(=O)Nc1ccccc1OC)c(=O)n2CCCC | -9% | -3%
CCN(CC)c1ccc(C(=O)NCc2ccc3c(c2)CCN3C(=O)c2cccc(C)c2)cc1 | 47%[activator] | 3%

Compound activity deposited in PubChem BioAssay by National Center for Advancing Translational Sciences (NCATS).
